# STK33 kinase inh: inhibitors of human STK33 kinase; Q9BYT3; purified STK33, MBP phosphorylation, ADP-Glo luminescence; inhibition, % at 10 µM; hit rate 0.073% among 320,000;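 active = inhibition at or above 25%, using the most active replicate where run in duplicate; inactive = inhibition below 25%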
# Target sequence (Q9BYT3 whole entry, looked up): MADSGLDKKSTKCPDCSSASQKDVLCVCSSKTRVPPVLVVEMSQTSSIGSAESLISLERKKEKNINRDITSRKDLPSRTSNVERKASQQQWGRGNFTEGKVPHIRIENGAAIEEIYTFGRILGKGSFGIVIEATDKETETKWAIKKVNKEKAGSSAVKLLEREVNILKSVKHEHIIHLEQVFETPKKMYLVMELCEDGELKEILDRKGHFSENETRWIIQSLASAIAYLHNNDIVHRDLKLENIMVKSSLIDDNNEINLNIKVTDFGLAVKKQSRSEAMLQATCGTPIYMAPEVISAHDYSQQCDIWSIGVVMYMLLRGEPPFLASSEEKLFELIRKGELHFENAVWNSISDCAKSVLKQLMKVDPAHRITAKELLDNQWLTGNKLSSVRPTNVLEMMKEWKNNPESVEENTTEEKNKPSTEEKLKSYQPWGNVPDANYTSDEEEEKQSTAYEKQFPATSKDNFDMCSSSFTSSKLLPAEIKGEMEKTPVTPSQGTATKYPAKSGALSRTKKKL
# OX1R FRET antag: antagonists of human orexin 1 receptor (OX1R) | O43613 | OX1R-expressing cells, FRET antagonist read-out | inhibition, % at 6.6 µM | hit rate 1.8% among 330,000 | AID 485270; in the data active = inhibition mostly above about 38%, no sharp cut-off; inactive = mostly below about 40%;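 note: 0% = agonist challenge alone and 100% = reference antagonist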
# Target sequence (O43613 whole entry, looked up): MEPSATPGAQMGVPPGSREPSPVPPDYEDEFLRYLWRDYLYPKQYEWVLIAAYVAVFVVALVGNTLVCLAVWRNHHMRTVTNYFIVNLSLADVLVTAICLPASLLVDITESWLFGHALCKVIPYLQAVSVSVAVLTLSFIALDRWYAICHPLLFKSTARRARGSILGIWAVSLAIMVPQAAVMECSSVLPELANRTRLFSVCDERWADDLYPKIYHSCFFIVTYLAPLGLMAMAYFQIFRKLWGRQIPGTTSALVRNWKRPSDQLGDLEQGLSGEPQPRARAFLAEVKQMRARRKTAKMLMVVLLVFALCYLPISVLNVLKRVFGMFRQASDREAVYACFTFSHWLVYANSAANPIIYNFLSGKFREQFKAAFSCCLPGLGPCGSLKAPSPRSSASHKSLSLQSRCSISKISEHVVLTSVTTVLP
# * = called active by the depositor; / = not tested or not shown. Outcome played no part in choosing rows (roughly 1.8% active in at least one column).
canonical_smiles	STK33 kinase inh	OX1R FRET antag
CCCN1Cc2cccc(C(=O)NC(CC(=O)OCC)c3ccc(OCC)c(OC)c3)c2C1=O (stereo unspecified)	-1.3	12.1
Cc1cc(C)n(CC(=O)NNC(=O)CC(C)c2ccccc2)n1 (stereo unspecified)	-0.9	9.2
COc1ccc(Cl)cc1C(=O)NNC(=O)c1[nH]c(C)c(C(C)=O)c1C	-1.1	10.3
Cc1ccc(N2CCN(C(=O)N3CCOCC3)CC2)cc1C	0.2	8.7
Cc1ccc(Nc2nnc(SCC(=O)c3ccc(O)cc3O)s2)cc1	-0.7	36.4
CC1(c2ccccc2)CC(C)(C)N(C(=O)C2CCCO2)c2ccccc21 (stereo unspecified)	-0.4	24.4
COc1ccc(N2CCN(C(=O)COC(=O)c3ccc(-n4nc(C)cc4C)cc3)CC2)cc1	-0.2	1.4
O=C1CC(N2CCN(c3ccccc3F)CC2)C(=O)N1c1ccc2c(c1)OCCO2 (stereo unspecified)	0.1	4.0
O=C(Nc1nc(-c2ccc(F)cc2)cs1)C1CCCO1 (stereo unspecified)	-0.9	0.9
Cc1ccc(C(=O)OCC(=O)NC2CCCC2)cc1C	-0.9	2.4
CCCc1nnc(NC(=O)CN2C(=O)C3C4C=CC(C4)C3C2=O)s1 (stereo unspecified)	-1.0	19.3
COc1cc(/C=C2\SC(=O)N(CCNC(=O)c3cnc(C)cn3)C2=O)cc(OC)c1OC	2.7	0.4
CCN(CC)C(=O)Oc1ccc(NC(C)=O)cc1	-1.2	7.8
Nc1ncnc(NCc2ccccc2)c1[N+](=O)[O-]	0.1	34.5
CCOC(=O)C(C(=O)NCc1cccc(OC)c1)c1ncc(C(F)(F)F)cc1Cl (stereo unspecified)	-0.3	9.6
CC(=O)c1ccc(N2CCN(CC(=O)Nc3ccccc3C(=O)NC3CC3)CC2)c(F)c1	-1.4	10.6
CCn1nc(C(=O)OCC(=O)NCCN2C(=O)CSC2=O)c2ccccc2c1=O	1.1	17.9
CCc1nc(Nc2ccccc2F)c2oc3ccccc3c2n1	-0.3	44.1*
CC(=O)N1c2ccc(S(=O)(=O)NCc3ccccc3Cl)cc2CC1C (stereo unspecified)	-1.6	15.3
Cc1cc(C)c(NC(=O)CN(C)CC(=O)Nc2cccc(S(=O)(=O)N(C)c3ccccc3)c2)c(C)c1	-0.4	15.8
Cn1c(NC(=O)/C=C/c2ccc(Cl)c(Cl)c2)cc(=O)n(C)c1=O	-1.1	8.5
O=C(COc1ccc([N+](=O)[O-])cc1)Nc1ccc(C(=O)Nc2ccccc2C(=O)O)cc1	2.1	15.3
COC(=O)N/N=C/c1cn(CC(C)COc2ccccc2)c2ccccc12 (stereo unspecified)	-0.6	22.1
Cc1ccc(CNC(=O)CSCc2ccccc2)cc1	/	10.9
Cc1nnc(SCC(=O)N2CCCCC2)n1CC1CCCO1 (stereo unspecified)	-1.6	10.4

# Molecules listed so far that have a nitro group on carbon:
canonical_smiles	STK33 kinase inh	OX1R FRET antag
Nc1ncnc(NCc2ccccc2)c1[N+](=O)[O-]	0.1	34.5
O=C(COc1ccc([N+](=O)[O-])cc1)Nc1ccc(C(=O)Nc2ccccc2C(=O)O)cc1	2.1	15.3

# (more compounds)
canonical_smiles	STK33 kinase inh	OX1R FRET antag
CC1(C)CC(=O)C(C2c3ccccc3Oc3ccccc32)C(=O)C1	-1.7	10.9
CCn1c(C(C)NC(=O)c2ccc(OC)c(OC)c2)nc2ccccc21 (stereo unspecified)	-0.9	16.9
Cn1c(SCc2ccccc2F)nnc1-c1cnccn1	8.3	0.0
CC(C)(C)OC(=O)N1CCC(c2c(C(=O)N3CCN(C(=O)c4ccco4)CC3)cnn2-c2ccc(F)cc2F)CC1	-1.1	3.9
CN(/C=C/C(=C\C=[N+](C)c1ccccc1)OCCCS(=O)(=O)[O-])c1ccccc1	/	25.0
O=C(COc1ccccc1)Nc1ccc(S(=O)(=O)Nc2ccccn2)cc1	-1.3	18.3
CC(=O)c1cccc(NC(=S)N2CCCC2)c1	-0.6	21.9
COc1ccc(NC(=O)C2CCCN2C(=O)NCc2ccccc2)cc1OC (stereo unspecified)	0.6	16.2
O=C(Nc1ccc(N2CCCC2)c(Cl)c1)c1ccc(Br)o1	0.6	15.1
O=C1OC(c2ccc(F)cc2)=N/C1=C\C=C/c1ccccc1	-2.4	-0.5
CCOCCn1c(SCc2ccc(C)cc2)nc2c1c(=O)[nH]c(=O)n2C	-0.6	-4.9
CCOC(=O)c1cc(NC(=O)c2cc(C)on2)cc(C(=O)OCC)c1	0.6	22.0
COc1cccc(Cn2c(NCC(C)C)nc3c2c(=O)n(C)c(=O)n3C)c1	-1.5	10.8
CC(/C=C/c1ccccc1)=N\NC(=O)CCc1ccccc1	-0.6	16.7
COC(=O)c1ccc(OCc2cc(=O)n3ccsc3n2)cc1	-0.5	27.8
Cc1nc(CCNS(=O)(=O)c2cccs2)cs1	-1.6	-1.4
CCOC(=O)c1snc(-c2ccc(F)cc2)c1N	-1.1	16.5
Cc1ccc(S(=O)(=O)NNC2CC(=O)N(c3ccc(Br)cc3)C2=O)cc1 (stereo unspecified)	-0.4	7.4
CCOC(=O)c1cnc2ccc(C)cc2c1Sc1ccc(F)cc1	1.0	20.2
N#Cc1ccccc1OCC(=O)Nc1ccc2c(c1)OCCO2	0.2	5.2
O=C1NCCCc2c1oc1ccc(O)cc21	79.9*	2.0
CC(C)C(=O)NCCc1nc(-c2ccccc2)no1	-1.0	3.3
CCCc1nnc(NC(=O)CCC(=O)NCc2ccccc2Cl)s1	-2.5	3.6
O=S(=O)(Nc1ccncc1Cl)c1cccc(Cl)c1Cl	1.0	16.5
Cc1ccc(S(=O)(=O)Nc2nc(C)cc(N/N=C/c3ccc(O)cc3)n2)cc1	0.1	1.3
COc1ccc(OCC(=O)Nc2cccc3ncccc23)cc1	0.5	9.5
NC(=O)c1cccc(S(=O)(=O)N2CCCCC2)c1	0.1	7.9
C#CCOCCOCCOCCNc1nc(N2CCN(C(=O)CCCCCCCCCCNC(=O)[C@H](CCCCN)n3cc(C)nn3)CC2)nc(N2CCN(C(=O)CCCCCCCCCCNC(=O)[C@H](CO)n3cc(CCCSC)nn3)CC2)n1	14.7	3.0
O=C1ON=C(c2ccccc2)/C1=C/c1ccc(-c2ccccc2[N+](=O)[O-])o1	1.9	22.4
O=C1Nc2cc(C(=O)N3CCN(c4ccccn4)CC3)ccc2S/C1=C\c1ccccc1	-1.3	11.5
CCCc1nn(-c2cc(Cl)ccc2OC)c2c1C(=O)CC(C)(C)C2	2.2	9.0
C=C(C)CN1C(=O)C(=O)N(CC(=C)C)C1=O	-1.1	9.8
Cc1ccc(NC(=O)C(C)N2C(=O)c3ccccc3C2=O)nc1 (stereo unspecified)	-0.3	16.9
COc1ccc(N(CC(=O)NN=C2CCN(C)CC2)S(=O)(=O)c2ccccc2)c(OC)c1	0.4	24.0
COc1nc(-c2ccccc2)ccc1-c1noc(-c2cccnc2)n1	-1.3	6.1
O=C(Nc1ccnn1C1CCN(C2CCOCC2)CC1)c1cccc(F)c1	-4.2	9.7
O=C(N/C(=C/c1ccco1)C(=O)N1CCCCCC1)c1ccccc1	-0.5	14.2
COc1cccc(-c2nc(CS(=O)CC(=O)NCCc3ccc(C)cc3)c(C)o2)c1 (stereo unspecified)	-0.8	12.8
O=C(CS(=O)CC(=O)N(CC(=O)NC1CCCC1)C1CCCC1)Nc1ccc(F)cc1 (stereo unspecified)	-2.0	4.4
CN(C)/C=C/C(=O)c1ccc(Br)cc1	1.5	8.0
COc1ccc(C(=O)NNC(=O)c2cc3cc([N+](=O)[O-])ccc3oc2=O)cc1OC	-1.4	13.0
COc1ccccc1C(=O)NCCC(=O)Nc1ccc(OC(F)(F)F)cc1	-0.4	11.2
Cc1ccc(C)c(N2CCN(C(=O)CN3C(=O)c4ccccc4C3=O)CC2)c1	1.1	27.0
Nc1nc(SC23CC4CC(CC(C4)C2)C3)ns1	1.0	12.3
CCOC(=O)c1c(NC(=O)C(=O)N/N=C/c2ccccc2O)sc2c1CCCCC2	-0.6	3.3
CC(C)Oc1ccc(CN2CCC(n3nccc3NC(=O)c3cccnc3)CC2)cc1	-0.8	11.9
O=C(O)CCC(=O)N1CCc2cc(S(=O)(=O)NCc3ccc(Cl)cc3)ccc21	-1.3	9.2
O=[N+]([O-])c1ccccc1S(=O)(=O)NCCc1ccncc1	-0.6	15.1
Cc1onc(-c2ccccc2)c1C(=O)OCC(=O)Nc1ccc(Cl)cc1	-0.6	9.2
CCc1ccc(NC(=O)C(C)OC(=O)Cc2cc(OC)c(OC)c(OC)c2)cc1 (stereo unspecified)	/	8.0

# Of the compounds above, two have a CF3 group:
canonical_smiles	STK33 kinase inh	OX1R FRET antag
CCOC(=O)C(C(=O)NCc1cccc(OC)c1)c1ncc(C(F)(F)F)cc1Cl (stereo unspecified)	-0.3	9.6
COc1ccccc1C(=O)NCCC(=O)Nc1ccc(OC(F)(F)F)cc1	-0.4	11.2

# Next compounds follow:
canonical_smiles	STK33 kinase inh	OX1R FRET antag
Cc1cc(C)c(S(=O)(=O)N2C=CC(C(F)(F)F)=NCC2)c(C)c1	-0.7	14.9
Cc1noc(C)c1CS(=O)(=O)c1ccc(Br)cc1	-1.4	9.4
Cc1nnc(NC(=O)CSc2nnc(C(C)NC(=O)c3ccccc3F)n2C)s1 (stereo unspecified)	-1.0	3.2
Cc1cccc(N(CC(=O)NC2CCCC2)C(=O)CCCC(=O)Nc2ccccn2)c1	2.5	11.1
C=CCn1c(SCC(=O)c2ccc(O)c(O)c2)nnc1-c1ccc(C)cc1	-3.7	12.8
CCOc1ccc(Oc2cc(N)cc([N+](=O)[O-])c2)cc1	1.6	12.3
O=C(NC1CCCCC1)c1cccnc1Sc1ccccc1Cl	-0.6	7.7
Cc1ccc(S(=O)(=O)N2CCCCC2)cc1NC(=O)c1cc(=O)[nH]c2ccccc12	-0.8	9.2
CCc1ccc(CNc2ccc3c(c2)ncn3C)cc1	/	15.1
Nc1c(-c2ccccc2)cnn1-c1ccc(C(=O)O)cc1	2.8	5.1
OCCC1CN(Cc2ccc3c(c2)CCO3)CCN1Cc1ccc(F)cc1 (stereo unspecified)	0.6	11.2
Cc1cccc(NC(=O)c2cc3c([nH]c4ccccc43)c(C)n2)c1C	-1.4	13.5
COC(=O)C1=C(N)c2c(F)cccc2C1(C#N)c1ccccc1 (stereo unspecified)	-2.6	8.5
CCOC(=O)c1nc2cc3n(c(C)c-2c1C)C(C)C(CC)=C3C (stereo unspecified)	-1.9	21.7
COc1ccc(OC)c(NC(=S)NCc2ccco2)c1	-2.1	10.0
COCCNC(=O)C(=O)NNC(=O)CCc1ccccc1	0.3	1.0
CCn1cc(/C=N/O)c(C)n1	0.3	24.4
COc1ccccc1OCC(=O)NNC(=O)Nc1ccc(Cl)cc1	2.4	16.3
CCOC(=O)N1CCN(C(=O)c2cn(CC)c3ccc(S(=O)(=O)N4CCC(C)CC4)cc3c2=O)CC1	0.1	9.3
O=C(CSc1ccc([N+](=O)[O-])cc1)Nc1ccccc1N1CCOCC1	0.4	15.6
O=C(COc1ccccc1Cl)Nc1ccc2c(c1)OCCO2	1.5	28.6
CCNC(=S)NNC(=O)c1ccccc1Cl	/	1.4
CCn1c(SCC(=O)Nc2nc3c(s2)CCCC3)nnc1-c1ccccc1	0.7	48.8*
Cc1ccc2[nH]c(=O)c(CNC(C)(C)C)cc2c1	2.6	29.9
CC1=C(C)CC(C(=O)NCCCN2CCCC2=O)C(C(=O)O)C1 (stereo unspecified)	0.8	11.0

# Whole records as entered above:
# Cc1noc(C)c1CS(=O)(=O)c1ccc(Br)cc1 reads STK33 kinase inh: -1.4; OX1R FRET antag: 9.4
# Cc1ccc(S(=O)(=O)N2CCCCC2)cc1NC(=O)c1cc(=O)[nH]c2ccccc12 reads STK33 kinase inh: -0.8; OX1R FRET antag: 9.2
# COc1ccc(OC)c(NC(=S)NCc2ccco2)c1 reads STK33 kinase inh: -2.1; OX1R FRET antag: 10.0

# Additional records follow.
canonical_smiles	STK33 kinase inh	OX1R FRET antag
CC(C)CC(=O)N1CCN(c2ccc(NC(=O)c3ccco3)cc2)CC1	-0.3	3.7
CC1=CC(C)(C)N2C(=O)C3(NCCc4c3[nH]c3ccccc43)c3cccc1c32 (stereo unspecified)	-0.7	17.3
Cc1cccc(C)c1NC(=O)N1CCN(c2nc3ccccc3s2)CC1	-0.7	13.5
CCCc1c(C(=O)N/N=C/c2ccccc2OCc2ccc(F)cc2)nnn1-c1nonc1N	-1.5	10.3
CCCOc1ccccc1NC(=O)c1ccc([N+](=O)[O-])cc1	8.7	14.4
O=[N+]([O-])c1ccc2c(c1Nc1ccccc1Cl)=NC1(CCCCC1)N=2	-0.6	4.8
CCC(C)(C)C1CCC2(CC1)NC(CO)(CO)CO2 (stereo unspecified)	-1.3	7.9
CCc1noc(C)c1C(=O)N1CCN(S(=O)(=O)c2ccc(C(C)=O)cc2)CC1	/	11.9
O=C(CCc1ccccc1)Nc1ccc(NC(=O)C2CC2)nc1	0.9	25.7
CCc1ccc(NC(=S)NCc2ccccc2)cc1	-1.8	15.3
CCOc1ccccc1N1CC(C(=O)Nc2cc(Cl)ccc2C)CC1=O (stereo unspecified)	0.6	7.2
Cc1nc2cc(C(=O)OCC(=O)Nc3ccc(C#N)cc3)ccc2n1-c1ccccc1	-2.1	20.1
CN(CC(=O)N1CCCCC1)S(=O)(=O)c1cccc2nsnc12	2.0	54.5*
CN1CCN(C(=S)NC(=O)c2cccc(S(=O)(=O)N(C)C)c2)CC1	-0.3	12.3
